High-throughput results as filed in PubChem.
NFkB transloc pot = enhancers of NFkB p65 translocation in HUVEC – imaging, IL-1B stimulus, high-content imaging, primary screen; HUVEC IL-1B NFkB p65 nuclear translocation imaging; activation, % at 2 µM; 0.3% of 94,000 active; AID 819, 2007;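 active means activation above 40%, about the mean plus 3 SD, also judged a hit on visual image review; inconclusive means activation above 40% but not a hit on visual review; inactive means activation not above 40% and no visual hit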;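 further: percent activation is computed from the nuclear over cytoplasmic p65 intensity ratio; values of inactives mirror those of a sister screen read the other way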
PLAP inhibition = PLAP enzyme inhibitors, biochemical, luminescence, HTS (AID 690) | purified PLAP, luminescent substrate; higher % means a stronger effect | 0.08% of 96,000 active | one-dose inhibition, % at 20 µM; IC50 in µM for titrated hits; in the data active means a potency from the dose series; inactive means the rest, 99 in 100 with inhibition below about 30%; further: strong numbers were not always called active
Bcl-B displacement = displacers of TR3 peptide from Bcl-B, primary screen, selectivity assay for Bfl-1 inhibitor project, biochemical, fluorescence polarization; Bcl-2-like protein 10 (Homo sapiens); FP displacement of FITC-TR3 peptide from Bcl-B; higher % means a stronger effect; one-dose displacement, % at 20 µM; IC50 in µM for titrated hits; 0.11% of 96,000 active; AID 748, 2007;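 active means displacement above 50% at 20 µM plus a fluorescence interference ratio under 1.5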;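 further: plate controls were wells without compound for no effect and wells lacking Bcl-B protein for full effect; a part of the inactive calls stands beside numbers as strong as those of hits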
MRP reversal = reversal of MRP1-mediated doxorubicin resistance, primary screen, H69AR cells, doxorubicin co-treatment; 0.04% of 85,000 active; AID 602, 2007; H69AR cells + 2 uM doxorubicin, CellTiter-Glo, 72 h; differential viability (reversal), % at 10 µM;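 active means viability drop by adding the cancer drug above about 55%, with treated viability meeting a 40% cutoff, limit read from the data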;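 further: viability without doxorubicin minus viability with 2 µM doxorubicin for each compound; larger differential means the compound sensitizes cells more to doxorubicin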
NFkB transloc inh = inhibitors of IL-1B driven NFkB p65 nuclear import, primary screen, imaging, HUVEC, IL-1B stimulus, high-content imaging; HUVEC IL-1B NFkB p65 nuclear translocation imaging; inhibition, % at 2 µM; 0.43% of 94,000 active;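 active means inhibition above about 30% together with a positive call from visual inspection of the well image, limit read from the data; inconclusive means inhibition above a set limit but visual check negative; inactive means inhibition not above a set limit, visual check negative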;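 further: nuclear over cytoplasmic p65 intensity ratio measured by imaging; 0% = IL-1B stimulated DMSO wells and 100% = unstimulated DMSO wells; values of inactives mirror those of a sister screen read the other way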
MRP reversal cytotoxicity = further read-out of MRP reversal, marked with its call; viability, %; H69AR cells, CellTiter-Glo, 72 h; measured here: cytotoxicity without doxorubicin
MRP reversal with doxorubicin = further read-out of MRP reversal, marked with its call; viability, %; measured here: viability with 2 uM doxorubicin; stronger effect = lower value
NFkB transloc inh cell count 2 µM = also measured in NFkB transloc inh; calls as there; cell count; measured here: cells passing quality filter;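 raw number of nuclei counted in each imaged well without normalization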
NFkB transloc pot cell count 2 µM = also measured in NFkB transloc pot; calls as there; cell count; measured here: cells passing quality filter
* marks the source's active call; other numbers are inactive results; u = inconclusive; x = no result given. Only part of the results is shown, so the mix of outcomes need not match the whole.

SMILES	NFkB transloc pot	NFkB transloc pot cell count 2 µM	PLAP inhibition	Bcl-B displacement	MRP reversal	MRP reversal cytotoxicity	MRP reversal with doxorubicin	NFkB transloc inh	NFkB transloc inh cell count 2 µM
O=C(CN1CCN(c2cccc(Cl)c2)CC1)N1CCCC1	-11	146	9%	-9%	-11	73	84	11	146
COc1ccc(CN=Cc2[nH]c3ccc(Br)c(Cl)c3c2O)cc1	-2	147	24%	32%	x	x	x	2	147
O=C(NC(=S)Nc1cccc(Cl)c1N1CCCCC1)c1ccco1	16	99	-22%	3%	x	x	x	-16	99
O=C(Nc1ccccc1)NC1CC2CCC(C1)N2Cc1nnnn1Cc1ccc2c(c1)OCO2 (configuration not stated)	1	111	16%	-11%	-9	76	85	-1	111
C#CCn1c(=NC(=O)CN2C(=O)CCC2=O)sc2cccc(C)c21	x	x	-67%	-5%	5	88	83	x	x
Cc1cc(C)cc(-n2nnc(C(=O)NCc3ccc4c(c3)OCO4)c2N)c1	-5	183	x	x	3	90	88	5	183
O=C(c1ccccn1)N(Cc1ccco1)C1(C(=O)NC2CCCCC2)CCCCC1	11	149	-29%	-6%	29	101	72	-11	149
COC(=O)c1ccccc1NC(=O)CSc1nc(N)cc(N)n1	x	x	4%	6%	-21	49	70	x	x
COCCn1cc(C(=O)N2CCN(C)CC2)c2c3ccccc3n(C)c2c1=O	-9	221	-17%	-4%	-5	74	79	9	221
CC1(C)CC(=O)C2=C(C1)OC(N)=C(C#N)C21C(=O)N2CCCc3cccc1c32 (configuration not stated)	12	152	-10%	-1%	21	91	70	-12	152
Cc1cccc(NC(=O)Nc2cccc(F)c2)n1	1	201	1%	-1%	-4	93	97	-1	201
CCCCc1nnc(NC(=O)CC(=O)Nc2ccccc2C(=O)O)s1	-1	191	-2%	10%	12	100	88	1	191
Cc1ccc(CSc2nc3ncccc3[nH]2)cc1	13	168	-30%	-3%	7	98	91	-13	168
CCOc1ccc(N(CC(=O)NCc2cccs2)S(=O)(=O)c2c(C)noc2C)cc1	13	163	23%	20%	-3	77	80	-13	163
CCOC(=O)C1=C(Cc2ccc(F)cc2)C(=O)c2ccccc2C1=O	59*	177*	13%	7%	0	1	0	-59	177
Cc1cccc(C)c1Nc1nnc(SCc2cc([N+](=O)[O-])cc3c2OCOC3)s1	-11	192	16%	6%	15	82	67	11	192
N=c1n(Cc2ccccc2)c2ccccc2n1CC(O)COc1ccccc1 (configuration not stated)	3	135	-12%	8%	-22	15	36	-3	135
COc1cc(NC(=O)c2cc3ccccc3o2)c(OC)cc1Br	2	109	-10%	-17%	x	x	x	-2	109
CCc1ccc(S(=O)(=O)Nc2c(C)nn(C)c2C)cc1	-7	60	22%	4%	9	104	95	7	60
CCOc1cc(NC(=O)c2cnccn2)c(OCC)cc1NC(=O)c1ccc(C)cc1	15	136	x	x	10	110	100	-15	136
CCCNc1nc2c(c(=O)[nH]c(=O)n2C)n1CCc1ccccc1	x	x	-30%	-3%	17	94	77	x	x
Nn1c(SCC(=O)Nc2ccc3c(c2)OCO3)nnc1C1CC1	7	187	16%	9%	0	95	96	-7	187
O=C(COC(=O)c1cc(-c2ccc(Cl)s2)nc2ccccc12)NCc1ccco1	8	146	-43%	-9%	-14	27	41	-8	146
Cc1ccc(OCC(=O)Nc2ccc3c(c2)nc(CCN2CCOCC2)n3C)cc1	1	148	-23%	-9%	19	81	62	-1	148
N#Cc1nc(Cc2cccc3ccccc23)oc1NCc1ccc2c(c1)OCO2	15	133	-21%	6%	-9	56	65	-15	133
O=C(N/N=C/c1ccccn1)C1CC1	24	208	-61%	11%	x	x	x	-24	208
COc1ccccc1N(CC(=O)Nc1ccc(F)c(F)c1)S(C)(=O)=O	-1	147	7%	-7%	-3	94	98	0	147
COc1ccc(C2CC(C)=NN2C=O)cc1OC (configuration not stated)	-1	135	4%	3%	x	x	x	1	135
COc1ccc(C(=O)Sc2ccc(Cl)cc2)cc1OC	23	145	9%	8%	x	x	x	-23	145
Cc1cc(/C=C2\SC(=Nc3ccc(F)cc3)NC2=O)c(C)n1-c1ccc(S(N)(=O)=O)cc1	-14	182	-70%	-24%	x	x	x	14	182
CCCCCCCC(=O)NC(Nc1ccc(S(N)(=O)=O)cc1)C(Cl)(Cl)Cl (configuration not stated)	5	176	-26%	-2%	x	x	x	-5	176
Cc1cc(N2C(=O)C(O)=C(C(=O)c3cccs3)C2c2cccc(O)c2)no1 (configuration not stated)	-5	126	-11%	-10%	29	97	68	4	126
Cc1ccc(N2CC(C(=O)N3CCCc4ccccc43)CC2=O)cc1 (configuration not stated)	11	189	-46%	0%	27	101	74	-11	189
C/C(N)=C(/C#N)C(=O)COC(=O)C(NS(=O)(=O)c1ccc(Cl)cc1)C(C)O (configuration not stated)	4	186	-10%	-6%	-16	71	87	-4	186
CCOC(=O)NC(=O)CSc1nc(C)cc(C(F)(F)F)c1C#N	4	174	8%	-10%	19	97	78	-4	174
CCOc1ccc(C(Nc2ccc(C)cc2)P2(=O)OCC(C)(C)CO2)cc1 (configuration not stated)	0	172	-29%	-10%	7	90	83	0	172

Given with bars between the fields: entries from further up.
compound | NFkB transloc pot | NFkB transloc pot cell count 2 µM | PLAP inhibition | Bcl-B displacement | MRP reversal | MRP reversal cytotoxicity | MRP reversal with doxorubicin | NFkB transloc inh | NFkB transloc inh cell count 2 µM
CCCNc1nc2c(c(=O)[nH]c(=O)n2C)n1CCc1ccccc1 | x | x | -30% | -3% | 17 | 94 | 77 | x | x
Nn1c(SCC(=O)Nc2ccc3c(c2)OCO3)nnc1C1CC1 | 7 | 187 | 16% | 9% | 0 | 95 | 96 | -7 | 187
O=C(COC(=O)c1cc(-c2ccc(Cl)s2)nc2ccccc12)NCc1ccco1 | 8 | 146 | -43% | -9% | -14 | 27 | 41 | -8 | 146
Cc1ccc(OCC(=O)Nc2ccc3c(c2)nc(CCN2CCOCC2)n3C)cc1 | 1 | 148 | -23% | -9% | 19 | 81 | 62 | -1 | 148
N#Cc1nc(Cc2cccc3ccccc23)oc1NCc1ccc2c(c1)OCO2 | 15 | 133 | -21% | 6% | -9 | 56 | 65 | -15 | 133
O=C(N/N=C/c1ccccn1)C1CC1 | 24 | 208 | -61% | 11% | x | x | x | -24 | 208
COc1ccccc1N(CC(=O)Nc1ccc(F)c(F)c1)S(C)(=O)=O | -1 | 147 | 7% | -7% | -3 | 94 | 98 | 0 | 147
COc1ccc(C2CC(C)=NN2C=O)cc1OC (configuration not stated) | -1 | 135 | 4% | 3% | x | x | x | 1 | 135
COc1ccc(C(=O)Sc2ccc(Cl)cc2)cc1OC | 23 | 145 | 9% | 8% | x | x | x | -23 | 145
Cc1cc(/C=C2\SC(=Nc3ccc(F)cc3)NC2=O)c(C)n1-c1ccc(S(N)(=O)=O)cc1 | -14 | 182 | -70% | -24% | x | x | x | 14 | 182
CCCCCCCC(=O)NC(Nc1ccc(S(N)(=O)=O)cc1)C(Cl)(Cl)Cl (configuration not stated) | 5 | 176 | -26% | -2% | x | x | x | -5 | 176
Cc1cc(N2C(=O)C(O)=C(C(=O)c3cccs3)C2c2cccc(O)c2)no1 (configuration not stated) | -5 | 126 | -11% | -10% | 29 | 97 | 68 | 4 | 126
Cc1ccc(N2CC(C(=O)N3CCCc4ccccc43)CC2=O)cc1 (configuration not stated) | 11 | 189 | -46% | 0% | 27 | 101 | 74 | -11 | 189
C/C(N)=C(/C#N)C(=O)COC(=O)C(NS(=O)(=O)c1ccc(Cl)cc1)C(C)O (configuration not stated) | 4 | 186 | -10% | -6% | -16 | 71 | 87 | -4 | 186
CCOC(=O)NC(=O)CSc1nc(C)cc(C(F)(F)F)c1C#N | 4 | 174 | 8% | -10% | 19 | 97 | 78 | -4 | 174

Other compounds.
SMILES	NFkB transloc pot	NFkB transloc pot cell count 2 µM	PLAP inhibition	Bcl-B displacement	MRP reversal	MRP reversal cytotoxicity	MRP reversal with doxorubicin	NFkB transloc inh	NFkB transloc inh cell count 2 µM
CCn1c(SCC(=O)Nc2nnc(C)s2)nc2c(c1=O)SC(C)C2 (configuration not stated)	x	x	-7%	1%	9	97	88	x	x
CCOc1ccc(S(=O)(=O)n2ccc(C)n2)c2ccccc12	8	61	-4%	0%	17	100	83	-6	61
COCCCNC(=O)c1cn(Cc2c(F)cccc2Cl)nn1	28	119	3%	-2%	x	x	x	-28	119
Nc1cc(=O)[nH]c(SCC(=O)N2CCCc3ccccc32)n1	-5	104	x	x	-2	94	96	5	104
CCOC(=O)C1C(=O)NC(N2CCc3ccccc32)=NC1c1ccccc1 (configuration not stated)	7	123	4%	-1%	-9	71	80	-7	123
CCN1C(=O)/C(=C2\SC(=S)N(c3c(C)n(C)n(-c4ccccc4)c3=O)C2=O)c2ccccc21	29	124	20%	0%	x	x	x	-30	124
O=C(OCCN1CCOCC1)c1ccc2c(c1)OCCO2	15	45	2%	-6%	-5	89	94	-15	45
Cc1cccc2sc(NC(=O)CNS(=O)(=O)c3ccc(Br)s3)nc12	3	104	-69%	-4%	6	97	92	-3	104
CC(=O)Nc1ccc(S(=O)(=O)N2CCN(c3cccc(C)c3C)CC2)cc1	35	186	9%	-5%	-40	37	77	-35	186
Cc1ccccc1N(CC(=O)N/N=C/c1ccc(N(C)C)cc1)C(=O)c1ccccc1	4	151	-83%	-192%	x	x	x	-4	151
COC(=O)Cc1nnc(NC(=O)c2ccccc2)s1	-1	88	14%	-2%	17	101	84	1	88
CC(=O)c1ccc(N2CCN(C(=O)c3ccco3)C(C)C2)c(F)c1 (configuration not stated)	-4	101	9%	-16%	16	93	77	4	101
CC(C)(C)c1nc(CN2CCOCC2)ccc1O	8	108	-19%	1%	-11	81	91	-8	108
CCOC(=O)c1c(C2COc3ccccc3O2)csc1N (configuration not stated)	-9	177	21%	-12%	5	85	81	9	177
COc1ccc(OC)c(N(CC(=O)Nc2ccc3c(c2)OCO3)S(=O)(=O)c2ccccc2)c1	5	179	-61%	-3%	-17	46	63	-5	179
CCc1ccc2oc(=O)cc(CN3CCC(C)CC3)c2c1	u	x	5%	-7%	-14	67	81	-41	60
CCOC(=O)c1ccc(N=Cc2nc(-c3ccccc3)oc2OC(C)=O)cc1	13	74	10%	3%	0	19	19	-13	74
CCSc1nnc(NC(=O)c2ccc(Br)s2)s1	7	150	-62%	3%	10	87	78	-7	150
CCOc1cccc2sc(NC(=O)CC)nc12	2	124	-3%	-2%	-3	89	92	-2	124
COCCNC(=O)c1onc(CSc2cc(C)cc(C)c2)c1C(=O)O	4	151	13%	5%	x	x	x	-4	151
O=C(CSc1nc2ccccc2s1)N1c2ccccc2Sc2ccc(Cl)cc21	-2	178	9%	3%	x	x	x	2	178
CCCCOCCCNC(=O)N[C@@H](CCSC)C(=O)OC	-2	224	-17%	-10%	0	89	90	2	224
O=C(c1ccc(CS(=O)(=O)c2c(Cl)cccc2Cl)o1)N1CCCC1	10	67	5%	-9%	16	94	78	-10	67
C(=N\c1nc2ccccc2n1Cc1ccccc1)/c1cccs1	x	x	-8%	3%	8	99	91	x	x
Cc1ccc(C(=O)N/N=C/c2nc3ccccc3n2C)cc1	15	152	-6%	-10%	x	x	x	-15	152
CCOc1ccccc1C1CC(c2ccc(Cl)cc2)Nc2nc(N)nn21 (configuration not stated)	16	57	-55%	14%	-18	76	93	-16	57
Cc1ccnc(NS(=O)(=O)c2ccc(NC(=O)C3CCCCC3C(=O)O)cc2)n1 (configuration not stated)	9	153	11%	-10%	-12	84	96	-10	153
O=S1(=O)N=C(N2CCN(Cc3ccc4c(c3)OCO4)CC2)c2ccccc21	19	117	21%	-2%	-2	95	97	-18	117
CC(=O)c1cnc2c(-c3ccc(Cl)cc3)cnn2c1C	9	92	x	x	-6	67	73	-9	92
FC(F)(F)c1cccc(OCCOCCn2cncn2)c1	7	135	14%	2%	-4	89	93	-8	135
COC(=O)C1=C(C)C(c2ccc(OC)cc2)NC(=S)N1 (configuration not stated)	2	104	2%	3%	x	x	x	-2	104
